hgDAF-12 ag: activates the H. glycines DAF-12 receptor ligand-binding domain. activation, % at 6.8 µM. actives 1.8% (n = 370,000). HEK293 GAL4-hgDAF12 UAS-luciferase reporter, agonist luminescence; normalized to butyrate control;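 active means activation above a cutoff set at the mean of all screened compounds plus 3 SD, cut at about 10% in these data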;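 further: 0% = DMSO wells and 100% = sodium butyrate wells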
GC-A act: GC-A (human) enzyme activation. P16066. AID 1671463. activation, % at 10 µM. actives 0.14% (n = 370,000). HEK293 GC-A cells, cGMP TR-FRET, EC30 ANP; 0% at EC30 ANP, 100% saturating ANP; in the data active means activation above about 40%
ADAM17 inh: ADAM17 inhibition, QFRET primary screen. recombinant ADAM17, EDANS/DABCYL FRET peptide cleavage. inhibition, % at 6.95 µM. actives 0.83% (n = 370,000). AID 720648;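 active means inhibition above the mean of compounds lying between control limits plus 3 SD, set per campaign, cut at about 8.5% in these data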;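 further: 0% = DMSO-only wells as the low control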
Target sequence (P78536 215-824 limits assumed): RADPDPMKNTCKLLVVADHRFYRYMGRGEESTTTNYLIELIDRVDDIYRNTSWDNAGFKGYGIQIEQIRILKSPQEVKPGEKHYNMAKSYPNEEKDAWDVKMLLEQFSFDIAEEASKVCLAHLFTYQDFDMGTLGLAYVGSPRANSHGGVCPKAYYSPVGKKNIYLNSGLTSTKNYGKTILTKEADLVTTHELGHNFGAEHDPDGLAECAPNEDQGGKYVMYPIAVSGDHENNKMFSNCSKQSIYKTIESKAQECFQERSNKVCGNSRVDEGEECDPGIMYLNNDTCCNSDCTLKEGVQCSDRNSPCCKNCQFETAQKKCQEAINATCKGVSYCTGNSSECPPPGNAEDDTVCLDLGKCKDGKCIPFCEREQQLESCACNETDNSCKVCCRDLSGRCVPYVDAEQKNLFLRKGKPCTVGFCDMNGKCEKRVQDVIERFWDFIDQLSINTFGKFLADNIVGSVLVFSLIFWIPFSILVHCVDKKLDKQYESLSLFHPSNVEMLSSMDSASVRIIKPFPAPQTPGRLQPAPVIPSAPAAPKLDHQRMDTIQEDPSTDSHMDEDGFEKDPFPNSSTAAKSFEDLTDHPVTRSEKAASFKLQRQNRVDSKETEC
DAX1 inh-1: inhibitors of human orphan nuclear receptor DAX1 (NR0B1); actives 0.99% (n = 340,000); HEK293 Gal4-DAX1 luciferase reporter, luminescence; AID 504766; P51843; inhibition, % at 6.75 µM;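 active means inhibition above the mean over all tested compounds plus 3 SD, cut at about 4.2% in these data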;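 further: 0% = DAX1-transfected cells with DMSO and 100% = empty-vector control cells with DMSO; inhibition shows as a rise in luminescence from relieved DAX1 repression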
Target sequence (P51843 207-470 limits assumed): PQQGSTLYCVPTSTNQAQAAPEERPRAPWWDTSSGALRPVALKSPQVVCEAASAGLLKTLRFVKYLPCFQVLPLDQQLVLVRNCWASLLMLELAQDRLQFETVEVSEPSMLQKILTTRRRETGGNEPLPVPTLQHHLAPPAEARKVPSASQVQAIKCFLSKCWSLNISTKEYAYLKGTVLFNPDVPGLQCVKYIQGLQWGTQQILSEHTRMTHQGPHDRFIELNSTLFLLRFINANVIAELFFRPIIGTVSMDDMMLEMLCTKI
GAA850 FXN act: frataxin GAA850 promoter activation | HEK293 lucGAA850 FXN promoter luciferase reporter, 24 h; percent of 10 µM SAHA response | activation, % at 6 µM | actives 0.56% (n = 360,000);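 active means activation above the average of all compounds screened plus 3 SD, cutoff fixed separately per campaign, cut at about 7.5% in these data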;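 further: 0% = DMSO wells and 100% = 10 µM SAHA wells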
DAX1 inh-2: DAX1 (NR0B1) inhibition, primary screen; HEK293T StAR-luciferase reporter, SF-1/DAX-1 repression relief; inhibition, % at 6.8 µM; actives 1.1% (n = 370,000); AID 652010;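 active means inhibition above the mean over all tested compounds plus 3 SD, cut at about 3.6% in these data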;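 further: 0% = DAX-1 cells with DMSO and 100% = cells lacking DAX-1 with DMSO; higher inhibition means more luminescence from relief of DAX-1 repression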
ssDAF-12 act: activators of S. stercoralis DAF-12 nuclear receptor | actives 1% (n = 370,000) | AID 652126 | HEK293 ssDAF-12/GRIP1 lit1-tk-luc reporter, luminescence; % of 3 µM dafachronic acid response | activation, % at 6.8 µM;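 active means activation above the mean over all tested compounds plus 3 SD, cut at about 0.9% in these data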;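 further: 0% = DMSO-only wells and 100% = 3 µM delta7-dafachronic acid wells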
SMARCA2 activ: activators of SMARCA2 function; actives 1% (n = 370,000); MG213 cells, MMTV-luciferase reporter, dexamethasone, overnight; activation, % at 9.1 µM; in the data active means activation above about 7.8%;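 further: 0% = vehicle wells and 100% = reference activator wells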
PG9 binder: binds the HIV-1 gp120 antibody PG9. TR-FRET gp120-PG9 antibody binding. inhibition, % at 6.7 µM. actives 0.43% (n = 360,000); in the data active means inhibition above about 8.5%
ADAM10 inh: ADAM10 inhibition, QFRET primary screen; O14672; recombinant ADAM10, EDANS/DABCYL FRET peptide cleavage, 3 h; inhibition, % at 7 µM; actives 0.62% (n = 370,000); AID 720582;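 active means inhibition above a per-campaign cutoff equal to the mean of compounds falling between control-based bounds plus 3 SD, cut at about 20% in these data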;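 further: 0% = DMSO wells while the 100% control is not disclosed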
hcDAF-12 act: activates DAF-12 receptor from parasite H. contortus. HEK293 hcDAF-12 lit1-tk-luc reporter, luminescence; 0% DMSO, 100% Δ7-dafachronic acid. activation, % at 6.8 µM. actives 1.4% (n = 370,000);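 active means activation above the mean of all tested compounds plus 3 SD, cut at about 5.5% in these data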;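 further: 100% = response to 3 µM Δ7-dafachronic acid high control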
An asterisk follows results filed as active; i = inactive; . = no result given.

SMILES	hgDAF-12 ag	GC-A act	ADAM17 inh	DAX1 inh-1	GAA850 FXN act	DAX1 inh-2	ssDAF-12 act	SMARCA2 activ	PG9 binder	ADAM10 inh	hcDAF-12 act
S=C1NCCOCCNC(=S)NCCOCCOCCN1	-3.8	2	0	0.3	1.9	-0.1	-1.2	5	-1.3	0	-1.6
O=[N+]([O-])c1ccc(CNC2CCCc3ccccc32)cc1 (stereo not given)	-0.9	-5	2	-1.2	0.2	-0.9	-1.6	0	-0.9	2	-1.5
CCC(C)N1CCN(S(=O)(=O)Cc2ccccc2)CC1 (stereo not given)	-1.3	2	-6	-0.1	1.4	0.0	-1.1	0	2.1	-7	-0.5
O=C(COC(=O)c1ccccc1F)NC(=O)NC1CCCC1	0.8	2	-1	1.7	-1.1	-0.3	-0.8	1	-1.2	2	0.5
CCOC(=O)c1c(-c2ccccc2)nnn1-c1nc(OC)nc(N2CCOCC2)n1	-2.0	-8	4	-0.3	-2.0	0.5	-0.8	-2	0.3	7	-0.2
CCOC(=O)C1CCN(c2c(Nc3cc(C)cc(C)c3)c(=O)c2=O)CC1	1.4	6	-6	3.8	-4.9	0.0	-1.7	-4	0.5	5	-2.0
CCOc1cc(/C=N/NC(=O)c2nnn(-c3nonc3N)c2C)ccc1OCc1ccc(F)cc1	0.1	-1	-2	-0.2	-0.6	0.4	-1.2	2	-1.9	8	-1.5
CCN1CCN(c2ccc(S(=O)(=O)N3CCOCC3)cc2NC(=O)c2cccc([N+](=O)[O-])c2)CC1	3.3	1	-1	1.0	-1.0	0.1	1.1*	2	-2.9	0	0.7
CCN(CC)S(=O)(=O)c1ccc(NC(=O)c2nc3nc(C)cc(C)n3n2)cc1	0.0	2	-5	.	.	0.3	-1.6	3	-1.1	7	-0.1
COc1ccc(C(=O)OCc2cc3cccc(C)c3[nH]c2=O)cc1	0.3	7	-2	0.2	-1.8	0.3	-0.9	0	6.1	8	-0.4
Cc1cc(SCC(=O)OC/C(O)=C(\C#N)c2nc3ccccc3[nH]2)c(C)cc1Br	-0.2	3	-5	-0.7	0.4	-0.3	-0.4	0	0.6	-48	1.9
COCCNC(=O)CCCn1c(=O)c2ccccc2n(Cc2ccccc2C#N)c1=O	-0.4	4	-3	0.3	-0.9	0.1	-1.1	-2	2.4	-3	0.3
COc1cc(S(=O)(=O)N2CCOCC2)ccc1NC(=O)COC(=O)C12CC3CC(CC(C3)C1)C2	0.0	6	-2	-0.1	0.2	-0.3	-1.1	1	-0.1	1	-1.2
CC(C(=O)Nc1ccccc1-c1ccccc1)N1CCN(C(=O)c2ccccc2)CC1 (stereo not given)	-1.2	1	-1	0.7	-1.1	0.0	-1.7	-2	1.0	6	-0.4
COc1ccccc1-c1ccc(/C=N/O)o1	1.6	15	-19	.	-1.0	-0.1	-2.1	-4	-0.3	-31	-2.4
Cc1nc2sc(C(c3ccc(F)cc3)N3CCOCC3)c(O)n2n1 (stereo not given)	1.4	1	-1	-0.5	-2.2	-0.2	-1.5	0	-1.9	-7	-1.0
COCCOC(=O)C1=C(C)NC(=O)NC1c1cccc2ccccc12 (stereo not given)	1.4	-5	2	-0.6	0.9	-0.1	-1.4	1	-2.2	7	-3.1
CC(C)(CNC(=O)CO/N=C1/C=C2CCC3C(C(O)C[C@@]4(C)C3CC[C@]4(O)C(=O)CO)[C@@]2(C)CC1)C(O)C(=O)O (stereo not given in full)	-4.1	-1	-4	0.2	6.6	0.1	-0.9	-3	-2.0	-3	-0.1
COc1ccc(/C=C/C(=O)O)cc1S(=O)(=O)NC1CCS(=O)(=O)C1 (stereo not given)	-2.4	0	-2	-0.8	-1.1	-0.2	-0.4	3	-2.1	-2	-0.6
O=C(NCC(c1cccs1)N1CCOCC1)c1ccc(Br)o1 (stereo not given)	5.0	0	1	-1.0	-0.7	-0.8	-0.8	-2	-0.4	-3	-0.9
CCOC(=O)c1cnc(SC)nc1Sc1ccccc1Cl	1.1	-1	-2	0.7	-0.5	-0.5	-1.1	0	-1.1	2	-1.3
COc1cccc(C(=O)NCC(=O)NNc2ncnc(N)c2[N+](=O)[O-])c1	2.4	2	-1	-0.7	0.7	0.0	-1.1	4	-1.9	3	-0.3
O=C1CCC2(CCCCC2)N1	1.3	-2	1	0.8	-1.6	-0.1	-0.7	6	-1.4	-10	-0.1
CC(C)NC(=O)c1ccccc1NC(=O)CS(=O)(=O)Cc1ccccc1	-1.7	0	-3	1.0	1.1	0.4	-0.7	2	-0.7	-2	-0.7
Cn1c(=O)c2c(-c3ccc(C(C)(C)C)cc3)n(N3CCOCC3)cc2n(C)c1=O	2.1	4	-1	0.9	1.6	-0.2	-1.5	1	0.2	-8	-0.8
Cc1ncccc1C(=O)N1CCCC(c2cc(C(=O)Nc3ccc(C(C)(C)C)cc3)no2)C1 (stereo not given)	-5.4	0	-1	.	-0.5	-4.0	-1.4	-5	-1.3	0	-3.2
COc1cccc(/C=C2\N=C(C3CCCCC3)OC2=O)c1OC	-1.9	-12	-1	-0.4	0.7	0.4	-1.7	-3	0.3	0	-1.2
CCCc1cc(C(=O)NCc2ccc(OC)cc2)no1	6.2	0	-1	1.4	3.5	2.2	-0.5	-1	-1.2	-9	0.7
Cc1ccc(-n2c(=O)c(C#N)cc3c(=O)n4cccc(C)c4nc32)cc1	4.0	12	-96	-0.2	-2.1	-0.8	-1.3	-4	1.2	i	0.5
CCN(CC)S(=O)(=O)c1ccc(N2CCN(c3ccccc3O)CC2)nc1	0.6	-7	-1	-1.5	0.4	-1.1	-1.7	-4	1.7	3	-3.4
O=C(NNS(=O)(=O)c1ccc(F)cc1)c1ccccc1	-1.6	1	-3	0.3	1.6	0.0	-0.7	-3	-0.8	2	-0.1
Cc1ccc(F)cc1NC(=O)N1CCNC(=O)C1CC(=O)Nc1cc(Cl)ccc1Cl (stereo not given)	2.9	-5	-3	-0.5	-1.5	-1.1	-0.8	1	-3.1	-3	-0.9

Some of these compounds in order of heavy-atom count, lowest first.
SMILES	hgDAF-12 ag	GC-A act	ADAM17 inh	DAX1 inh-1	GAA850 FXN act	DAX1 inh-2	ssDAF-12 act	SMARCA2 activ	PG9 binder	ADAM10 inh	hcDAF-12 act
O=C(NNS(=O)(=O)c1ccc(F)cc1)c1ccccc1	-1.6	1	-3	0.3	1.6	0.0	-0.7	-3	-0.8	2	-0.1
Cc1ccc(-n2c(=O)c(C#N)cc3c(=O)n4cccc(C)c4nc32)cc1	4.0	12	-96	-0.2	-2.1	-0.8	-1.3	-4	1.2	i	0.5
Cc1ncccc1C(=O)N1CCCC(c2cc(C(=O)Nc3ccc(C(C)(C)C)cc3)no2)C1 (stereo not given)	-5.4	0	-1	.	-0.5	-4.0	-1.4	-5	-1.3	0	-3.2

Continuation:
SMILES	hgDAF-12 ag	GC-A act	ADAM17 inh	DAX1 inh-1	GAA850 FXN act	DAX1 inh-2	ssDAF-12 act	SMARCA2 activ	PG9 binder	ADAM10 inh	hcDAF-12 act
O=C(Nc1ccc(N2C(=O)C3C4C=CC(C4)C3C2=O)cc1)Nc1nncs1 (stereo not given)	0.3	9	-1	-0.6	-2.7	0.0	-1.8	7	1.6	-10	-2.1
Cc1ccc(C(=O)NCCc2ccc(S(N)(=O)=O)cc2)cc1[N+](=O)[O-]	1.8	2	1	0.0	1.9	-0.9	-1.4	-1	-2.4	2	-1.3
COCCNC(=S)N1C[C@H]2CON(C)[C@H]2C[C@H]1c1ccccc1Br	-3.7	1	9.4*	.	.	0.9	-0.7	-5	2.8	-2	-1.9
CCc1ccccc1N1CC(C(=O)O)CC1=O (stereo not given)	-1.5	1	-2	-0.5	-1.5	-0.3	-1.6	2	-1.5	10	-2.1
CNc1cncc(-c2ccc(CN3CCOCC3)cc2)n1	3.9	3	i	.	0.1	1.3	-0.6	5	-0.9	i	1.7
O=C(NCCc1ccccc1)C1CCCN(S(=O)(=O)c2cccs2)C1 (stereo not given)	-2.3	-2	2	-0.1	0.4	-0.8	-1.9	-2	1.8	1	-2.7
O=C(O)c1cc([N+](=O)[O-])c(Nc2cccc3ccccc23)c([N+](=O)[O-])c1	-0.7	-2	1	1.5	1.1	0.2	0.1	7	-1.7	8	2.7
CC1CCC2C(=O)N(c3cccc(OS(=O)(=O)c4ccccc4)c3)C(=O)C2C1 (stereo not given)	-0.2	4	0	0.8	-1.2	-0.5	-0.6	-1	-0.5	0	-1.8
Cc1nc2ccccc2n1CC(O)COc1ccccc1Cl (stereo not given)	-3.8	4	-3	-4.8	0.2	-2.0	-2.0	-8	1.2	-5	-2.8
CC(C)(C)C(=O)CN1C(=O)NC2(CCc3ccccc32)C1=O (stereo not given)	-1.9	1	1	0.2	-1.5	-0.3	-1.7	2	-1.8	0	-0.4
Clc1ccc(SCc2cc(N3CCOCC3)nc(-c3ccccn3)n2)cc1	-7.6	-10	-5	-3.1	-4.8	-2.0	-1.9	-3	-1.0	-3	-4.1
CC1(C)CC(=O)c2sc(NS(=O)(=O)c3ccccc3)nc2C1	0.3	5	-1	0.6	1.8	0.3	-0.9	0	0.1	2	0.1
Cc1c(CC(=O)N[C@@H](C)C(=O)O)c(=O)oc2cc3occ(-c4ccccc4)c3cc12	1.0	-1	-28	0.0	-0.8	-0.2	-1.2	-1	-0.9	-112	-1.9
COC(=O)c1cn(C(=O)c2ccc(F)cc2)c2ccccc12	-2.5	1	-2	0.3	-1.4	-0.7	-1.6	-3	-0.1	-1	-3.0
CCc1ccccc1NC(=O)/C(C#N)=C/c1ccc(Sc2ccccc2)o1	-1.8	-4	1	0.1	-0.1	-0.1	-1.8	-1	0.1	2	2.8
Cc1nc2c(-c3ccccc3)c[nH]n2c(=O)c1Cc1ccccc1	5.5	-2	-6	5.7*	4.0	1.8	-0.8	3	-1.3	-19	1.0
COc1ccc(C(O)c2nc(-c3ccc4c(c3)OCO4)cs2)cc1 (stereo not given)	-0.4	-2	2	.	1.5	-0.6	-1.6	-3	1.0	8	-2.9
COc1cccc(CNc2nc3cc(-c4ccccc4)sc3c(=O)n2C)c1OC	-2.7	-14	-1	.	-1.7	0.7	-1.1	-1	2.8	-3	0.3
CCC(=O)N1CCC2(CC1)Oc1ccc(F)cc1C(=O)C21CC(c2cccnc2)=NO1 (stereo not given)	-2.1	-2	-15	-1.1	-1.4	-0.2	-1.4	-1	0.7	-38	-0.5
COc1cccc2[nH]c3c(N4CCN(Cc5ccc6c(c5)OCO6)CC4)ncnc3c12	-2.6	-19	-159	.	.	-2.0	-1.3	1	0.5	-468	-1.4
O=C(NCc1nnc(SCC(=O)N2CCCC2)o1)c1ccccc1F	-2.0	1	-7	2.2	1.0	0.1	-1.3	-5	1.8	-6	0.6
Cc1ccc(N2CC(C(=O)Nc3nc4ccc(S(C)(=O)=O)cc4s3)CC2=O)cc1C (stereo not given)	0.4	0	1	-1.1	-1.6	-0.7	-0.1	0	-0.1	3	2.6
COc1ccc(-c2c(-c3cc(OC)cc(OC)c3)n(C)c3ccc(-c4ccc(OC)cc4F)cc23)cc1	-1.6	1	-11	2.4	-0.9	0.1	-1.1	0	-2.4	-21	0.2
CCOc1ccc(-n2nc(C(=O)N3CCN(CC)CC3)c3ccccc3c2=O)cc1	-0.8	2	-3	0.1	1.2	-0.2	-1.2	2	-3.1	-2	-0.3

Compound activity (PubChem BioAssay)
